Bioassay records (PubChem)
Hck-Nef inh: inhibitors of human Hck kinase activated by Nef. P08631. Recombinant Hck-YEEI plus Nef, Z-Lyte FRET kinase assay. inhibition, % at 20 µM. actives 0.68% (n = 220,000). AID 463187;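 active means Hck-Nef kinase inhibition above about 50%, limit read from the data; inactive means inhibition below that limit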;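 further: 0% = DMSO with Hck plus Nef and 100% = Hck alone without Nef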
p47phox inh: p47phox (human) inhibition; P14598; p47phox/p22phox peptide binding, fluorescence polarization, 2 h; inhibition, % at 24.7 µM; actives 0.53% (n = 220,000); AID 1274;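 active means inhibition above about 30%, limit read from the data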;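 further: 0% = p47phox with labelled peptide and 100% = labelled peptide alone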
14-3-3 Bad PPI: disrupts binding of bovine 14-3-3 zeta to phospho-Bad peptide. TR-FRET 14-3-3zeta/Dy647-pBad peptide displacement, 1 h. actives 0.71% (n = 220,000). inhibition, % at 21.7 µM. P63103;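 active means inhibition above about 70%, limit read from the data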;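 further: 0% = full 14-3-3 plus peptide FRET controls and 100% = background without 14-3-3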
Runt-CBFb FRET: inhibitors of human RUNX1 Runt domain binding to CBFb; inhibition, % at 20 µM; Q01196+Q13951; Cerulean-Runt/Venus-CBFb FRET ratio 530/480, 1 h; actives 0.46% (n = 220,000); AID 1496;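 active means inhibition over about 50% at 20 µM in the single-dose screen, limit read from the data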;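 further: 0% = DMSO wells and 100% = excess unlabeled CBFb competitor control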
Target sequence (Q01196 whole entry, looked up, the tested form may be a part): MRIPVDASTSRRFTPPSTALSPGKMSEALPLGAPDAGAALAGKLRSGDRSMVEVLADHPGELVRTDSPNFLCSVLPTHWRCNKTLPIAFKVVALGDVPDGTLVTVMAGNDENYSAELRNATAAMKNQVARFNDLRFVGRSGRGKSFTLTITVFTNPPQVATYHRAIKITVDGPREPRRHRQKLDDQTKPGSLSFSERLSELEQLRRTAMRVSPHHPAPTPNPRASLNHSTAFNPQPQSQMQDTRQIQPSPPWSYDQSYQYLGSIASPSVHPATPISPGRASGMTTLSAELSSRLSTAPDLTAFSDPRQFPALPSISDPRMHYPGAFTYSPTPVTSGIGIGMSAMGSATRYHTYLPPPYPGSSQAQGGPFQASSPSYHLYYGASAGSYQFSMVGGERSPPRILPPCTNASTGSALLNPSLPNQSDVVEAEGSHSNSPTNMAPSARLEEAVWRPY
Target sequence (Q13951 whole entry, looked up, the tested form may be a part): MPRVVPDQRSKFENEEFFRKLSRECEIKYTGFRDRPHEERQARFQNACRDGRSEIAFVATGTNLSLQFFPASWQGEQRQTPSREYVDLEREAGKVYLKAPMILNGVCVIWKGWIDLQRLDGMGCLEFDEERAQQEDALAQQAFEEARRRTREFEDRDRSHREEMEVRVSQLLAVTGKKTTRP
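System: Cerulean-labeled Runt domain protein | Quantity: 100 nM of each labeled protein | Schedule: 1 h compound exposure, room temperature | Detection: Fluorescence energy transfer, 422 nm excitation, 530/480 nm emission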
EBV gp42 block: blocks Epstein-Barr virus glycoprotein 42 binding | Q1HVG2 | Fluorescence polarization binding assay, mP read-out | inhibition, % (tested at 21.74 µM) | actives 0.42% (n = 220,000) | AID 1085; in the data active means inhibition above about 50%
Target sequence (Q1HVG2 whole entry, looked up): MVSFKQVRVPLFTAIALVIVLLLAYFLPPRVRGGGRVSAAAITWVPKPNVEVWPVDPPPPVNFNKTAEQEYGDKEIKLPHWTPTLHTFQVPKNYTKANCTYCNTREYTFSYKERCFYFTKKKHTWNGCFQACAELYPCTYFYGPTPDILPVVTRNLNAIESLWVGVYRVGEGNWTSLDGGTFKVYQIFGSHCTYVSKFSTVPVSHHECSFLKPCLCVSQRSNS
TbHK1 inh: T. brucei hexokinase 1 inhibition; recombinant TbHK1, G6PDH-coupled NADH A340; inhibition, % at 10 µM; actives 0.11% (n = 220,000); AID 1430;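 active means inhibition of 50% or more in the single-dose primary screen; inactive means inhibition below 50%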
zVAD death inh: L929 zVAD cell death inhibition. L929 zVAD necroptosis rescue, ATP luminescence, 24 h; with zVAD 60 µM. viability rescue, % at 10 µM. actives 0.38% (n = 220,000);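 active means activation, scaled between plate controls, above about 75%, limit read from the data; inactive means activation under that limit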;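 further: 0% = zVAD with DMSO and 100% = DMSO alone without zVAD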
Runt-SMMHC FRET: inhibitors of human RUNX1 Runt domain binding to CBFb-SMMHC | Cerulean-Runt/Venus-CBFb-SMMHC FRET ratio 530/480, 1 h | inhibition, % at 20 µM | actives 0.74% (n = 220,000) | AID 1434 | Q01196+Q13951;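 active means mean inhibition across duplicate retests at 20 µM reaching about 50%, limit read from the data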;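 further: 0% = DMSO wells and 100% = wells with excess untagged CBFb-SMMHC; inhibitors lower the FRET ratio by blocking Runt binding to CBFb-SMMHC; some results filed as inactive read as strong as hits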
MDM2 E3 inh: inhibitors of human Mdm2 E3 ubiquitin ligase; Q00987; cell-based MDM2 ubiquitination luciferase reporter, 2 h; 0 = plate control, 100 = twice control, blank-subtracted; signal enhancement, % at 5 µM; actives 0.11% (n = 210,000); AID 1230;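 active means signal enhancement of 30% or more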;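 further: luminescence tracks abundance of the self-degrading MDM2-luciferase fusion protein; higher signal means inhibition of MDM2 E3 ligase activity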
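System: stable MDM2–luciferase fusion reporter cells / Input: 2000 cells seeded into each well / Schedule: 4 h settle plus 2 h compound, 37 °C / Compound: single-point 5 µM / Buffer or medium: cells held in DMEM / Benchmarks: control and blank well means / Evaluation: percent signal gain over controls, blank-subtracted / Measured by: luciferase luminescence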
Starred values were filed as active, the others as inactive; x = not tested or not shown; [ ] = remark or other dose.

SMILES | Hck-Nef inh | p47phox inh | 14-3-3 Bad PPI | Runt-CBFb FRET | EBV gp42 block | TbHK1 inh | zVAD death inh | Runt-SMMHC FRET | MDM2 E3 inh
CCC(C)(C)NC(=O)C(OC(=O)c1ccco1)c1ccccc1OC (configuration not stated) | 1 | -7 | -3 | 1 | -11 | -4 | 0.1 | -1 | 15
CCOC(=O)c1ccc(N2C(=O)CC(N3CCN(C(=O)c4ccccc4)CC3)C2=O)cc1 (configuration not stated) | 3 | -20 | -8 | 3 | -17 | -1 | 0.9 | -3 | x
COc1ccc(CCNC2=CC(=O)N(c3ccc(F)cc3)C2=O)cc1 | 17 | -7 | -8 | -6 | -11 | -4 | 3.1 | -5 | -3
O=C(O)COc1cccc(NC(=O)c2ccccc2)c1 | 0 | -13 | -6 | -1 | -5 | -4 | 3.3 | 1 | 0
Cc1ccccc1OCCn1cc(C(=O)O)c2ccccc21 | 8 | 3 | 5 | -2 | -8 | 2 | 1.4 | 1 | -5
O=C(CNC(=O)Cn1cnc2sc3c(c2c1=O)CCCC3)NCc1ccccn1 | 3 | 7 | -6[fluorescence artefact?] | -1 | -4 | 6 | -0.1 | 27 | -2
O=C(Nn1cnnc1)c1csc2ccccc12 | 8 | -4 | 26 | 1 | 2 | -4 | -0.5 | -1 | -1
C=CCn1c(CSCc2ccc(Cl)cc2Cl)nnc1SCC(=O)Nc1ccc(C(=O)O)cc1 | 24 | 2 | 4 | -3 | 16 | -10 | 0.8 | 0 | -14
COc1ccc(OC)c(CC(NC(C)=O)C(=O)NC2CCN(c3nnnn3-c3ccccc3)CC2)c1 (configuration not stated) | 20 | -13 | -3 | 1 | -12 | -8 | -0.9 | 3 | x
O=C(O)c1cccc(S(=O)(=O)Nc2ccc(O)c(Sc3nc4ccccc4s3)c2)c1 | 0 | 6 | -4 | 20 | -12 | -1 | 0.2 | 2 | -12
O=C(Nc1ccccc1)c1ccccc1CCc1ccccc1 | -2 | 2 | 4 | -7 | -4 | -1 | -0.2 | 1 | -12
C/C(=N/OCO/N=C(\C)c1ccccc1)c1ccccc1 | -1 | -6 | -3 | -1 | 7 | -1 | -0.1 | -1 | -13
N/C(=N\OC(=O)Cc1ccc([N+](=O)[O-])cc1)c1cccc(Br)c1 | 3 | -5 | -18 | 0 | 4 | -10 | -0.7 | -2 | -5
CC(=O)OC(C(=O)NC1CCCCC1)c1ccccc1 (configuration not stated) | 0 | -5 | 0 | -2 | -4 | 3 | 1.0 | -5 | -14
CCOC(=O)C1CCN(Cc2ccc(F)cc2)CC1 | 0 | 0 | 61 | 1 | -10 | -2 | 1.1 | 1 | -14
C(=N\Nc1nc2ccccc2[nH]1)/c1ccc2c(c1)OCO2 | -9 | -21 | -8 | 2 | 8 | -47 | 79* | 2 | -10
O=C1CCC(=O)N1CCC(c1ccc(F)cc1)c1ccco1 (configuration not stated) | 2 | -9 | -6[fluorescence artefact?] | 4 | -22 | 6 | -0.1 | 5 | -8
C/C(=C\C(=O)c1ccccc1)Nc1ccc(N2CCOCC2)cc1 | -21 | -7 | -4[fluorescence artefact?] | 4 | 14 | -6 | -0.6 | -1 | x
COC(=O)c1ccc(CSc2nnc(NC(=O)C3CCCO3)s2)cc1 (configuration not stated) | 7 | -10 | 13 | 2 | 12 | -9 | 0.3 | 0 | -21
Clc1nc(Nc2ccc(N3CCOCC3)cc2)c2ccccc2n1 | 32 | 6 | 0 | -1 | 1 | -12 | 36 | 1 | -1
CCOC(=O)C(NC(C)=O)C(=O)Nc1ccc(C(C)(C)C)cc1 (configuration not stated) | 24 | 4 | 0 | -1 | -10 | -1 | 0.2 | 2 | -16
O=[N+]([O-])c1cc(CN2CCN(c3ccccc3)CC2)c(O)c2ncccc12 | 22 | 9 | -8 | 3 | -3 | -4 | 46 | -7 | -4
CCOc1ccc(C(=O)NC2=NCCS2)cc1 | 13 | 2 | -1 | 1 | -8 | 4 | 0.2 | -4 | -8
Cc1onc(-c2c(F)cccc2Cl)c1C(O)c1ccc(F)cc1 (configuration not stated) | 8 | 1 | 1 | 2 | -12 | 24 | 0.8 | -1 | -3
Cc1onc(-c2c(F)cccc2Cl)c1C(=O)Nc1cccc(Cn2cccn2)c1 | 10 | -6 | 6 | 0 | -10 | -2 | -0.5 | 0 | -16
CCOc1ccccc1NC(=O)[C@@H](NC(=O)c1cccc(S(=O)(=O)N2CCOCC2)c1)C(C)C | -2 | -12 | -1 | -3 | -8 | 0 | -0.3 | -2 | -7
CC(C)c1ccc(NC(=O)CSc2ncccc2C(=O)Oc2cccc([N+](=O)[O-])c2)cc1 | 4 | -8 | 18 | 0 | -6 | 1 | 0.5 | -1 | x
COC(=O)C1=NNCC12CC(=O)N(c1ccc(Br)cc1)C2=O (configuration not stated) | 0 | 3 | -5 | 1 | 8 | -2 | 0.4 | 3 | -8
Cc1ccc(-n2cc(-c3ccccc3)c3c(NN4CCOCC4)ncnc32)cc1 | 4 | 94* | -28 | -3 | -1 | 7 | -0.7 | 0 | -8
CCOCCCNc1nc2ccccc2[nH]1 | 1 | -5 | -5 | 0 | -16 | -1 | 0.1 | -1 | -9
O=C(COC(=O)c1cncc(Br)c1)NCc1ccc2c(c1)OCO2 | 11 | -1 | -2 | 1 | -9 | 5 | 2.3 | -4 | -2
CC(C)(C)c1ccc(OCCCC(=O)Nc2ccc(S(N)(=O)=O)cc2)cc1 | -9 | -8 | -7 | -1 | -5 | -8 | 0.9 | -4 | -15
O=C(Nc1cc(=O)[nH]c2ncnn12)c1ccccc1Cl | 1 | -39 | 10 | -1 | -9 | -4 | 1.6 | -2 | -1
Cc1ccc(CSc2ncnc3onc(C)c23)cc1 | 0 | 3 | 5 | -3 | -3 | 9 | -0.4 | -2 | -8
CCOc1cc(C2CC(=O)Nc3cc(C)c(C)cc32)ccc1O (configuration not stated) | 1 | -5 | x | 1 | 2 | 3 | 0.9 | 3 | -17
O=C(NC(=S)NNC(=O)c1ccccc1[N+](=O)[O-])c1ccccc1 | 7 | -2 | 9 | 13 | -17 | 3 | -0.3 | 38 | x
COc1cnc(-c2ccccc2)nc1Oc1cccc(C)c1C | 0 | -12 | -1 | -1 | -4 | -4 | 0.3 | -3 | -14
CCn1c(SC)nc2c(c1=O)SC(C)C2 (configuration not stated) | 0 | -1 | 11 | -1 | -18 | -17 | 2.9 | -1 | -14
CCCc1nc2ccccc2c(C(=O)OCC(=O)NCc2ccc3c(c2)OCO3)c1CC | -2 | -21 | -1[fluorescence artefact?] | -3 | 10 | 6 | 0.4 | 0 | 6
Cc1nnc(C)n1/N=C/c1cc(Br)ccc1O | 0 | -1 | -5 | -20 | 1 | -11 | 0.5 | -80 | -15

Arranged by length of the SMILES (descending): part of the list above.
SMILES | Hck-Nef inh | p47phox inh | 14-3-3 Bad PPI | Runt-CBFb FRET | EBV gp42 block | TbHK1 inh | zVAD death inh | Runt-SMMHC FRET | MDM2 E3 inh
CC(C)(C)c1ccc(OCCCC(=O)Nc2ccc(S(N)(=O)=O)cc2)cc1 | -9 | -8 | -7 | -1 | -5 | -8 | 0.9 | -4 | -15
O=C(COC(=O)c1cncc(Br)c1)NCc1ccc2c(c1)OCO2 | 11 | -1 | -2 | 1 | -9 | 5 | 2.3 | -4 | -2
O=C(Nc1cc(=O)[nH]c2ncnn12)c1ccccc1Cl | 1 | -39 | 10 | -1 | -9 | -4 | 1.6 | -2 | -1
CCn1c(SC)nc2c(c1=O)SC(C)C2 (configuration not stated) | 0 | -1 | 11 | -1 | -18 | -17 | 2.9 | -1 | -14

Next records.
SMILES | Hck-Nef inh | p47phox inh | 14-3-3 Bad PPI | Runt-CBFb FRET | EBV gp42 block | TbHK1 inh | zVAD death inh | Runt-SMMHC FRET | MDM2 E3 inh
CCN(CC)S(=O)(=O)c1ccc(C(=O)NCCSc2c[nH]c3ccccc23)cc1 | -14 | -3 | -4 | 1 | 6 | 4 | x | 2 | x
Cc1ccc(S(=O)(=O)N=Nc2c(O)[nH]c3ccccc23)cc1C | 1 | 10 | 22 | 1 | -14 | -5 | -0.1 | 1 | -1
COc1cccc2cc(C(=O)N(C)C)c(=O)oc12 | 0 | -8 | 2[fluorescence artefact?] | -2 | -8 | 1 | 0.2 | 0 | -11
CCOC(=O)C(Sc1ncnc2c1sc1nc(N3CCOCC3)c3c(c12)CCCC3)c1ccccc1 (configuration not stated) | 1 | -10 | 2[fluorescence artefact?] | 0 | -8 | -28 | 0.7 | -3 | -5
CCC(C)C(NC(N)=O)C(=O)Nc1ccc(S(=O)(=O)Nc2ccc(OC)cc2)cc1 (configuration not stated) | 17 | -3 | -1 | 0 | -3 | 2 | -3.4 | 1 | -20
CCCC(C)NS(=O)(=O)c1ccc(OC)c(C)c1 (configuration not stated) | -1 | -11 | 13 | -2 | -14 | 9 | -1.1 | 0 | -5
O=C(O)/C=C/c1cnc2ccccc2n1 | 19 | -5 | -6 | 0 | 1 | -26 | 1.1 | 3 | -8
CC(C)n1cc(CN2CCN(CCc3ccccc3)C(CCO)C2)cn1 (configuration not stated) | -12 | -5 | 6 | -1 | -20 | -8 | -0.8 | 1 | -10
Cc1cc2c(cc1C)NC(CC(=O)NCc1ccccc1)C(=O)N2 (configuration not stated) | -2 | -4 | -16 | 0 | 0 | -10 | 2.3 | 8 | -30
Cn1nc(C(F)(F)F)c(-c2cccc(C(F)(F)F)c2)c1NC(=O)c1cccnc1 | 5 | -5 | 0 | -2 | -18 | -10 | 0.2 | -1 | -10
Cc1ccccc1NC(=O)c1cc(S(=O)(=O)N2CCCCC2)cs1 | 5 | -4 | 2 | -3 | -13 | 0 | -0.1 | 3 | 11
O=C(NC1CCN(Cc2ccccc2)CC1)c1ccc(S(=O)(=O)NCc2ccco2)cc1 | 20 | -12 | -15 | -1 | -18 | 1 | 0.1 | 0 | -4
O=C(c1cc(NC(=O)C23CC4CC(CC(C4)C2)C3)cc(NC(=O)C23CC4CC(CC(C4)C2)C3)c1)N1CCCCC1 | -7 | -20 | -7 | -3 | -5 | 0 | x | -8 | -6
CCN(CC)c1ccc(C(=O)OCC(=O)Nc2sccc2C#N)cc1 | 0 | -38 | 7[fluorescence artefact?] | 1 | -8 | -5 | 7.5 | 0 | -6
COc1ccc2nc(NC(=O)Cc3ccc(OC)c(S(=O)(=O)N4CCOCC4)c3)sc2c1 | 4 | -8 | 5[fluorescence artefact?] | -1 | -5 | -1 | 92* | 2 | -21
CCOC(=O)N1CCN(CC(O)COc2c(OC)cccc2OC)CC1 (configuration not stated) | -1 | 2 | 39 | -1 | -18 | 2 | 0.3 | -3 | -23
COc1ccc(C)cc1S(=O)(=O)NC1CCCCC1C (configuration not stated) | 13 | -25 | 2[fluorescence artefact?] | 0 | -14 | 5 | -0.3 | 3 | -5
Cc1c(NC2(C#N)CCCCC2)c(=O)n(-c2ccccc2)n1C | 22 | -16 | -11 | -1 | -12 | 2 | -0.1 | -1 | 1
CN(C)c1nc(NC(C)(C)C)nc(SCC(=O)Nc2ccccc2)n1 | 22 | -13 | 4 | -3 | -17 | 4 | 0.5 | 3 | -8
CCCCNC(=S)N/N=C1\C(=O)c2cccc3cccc1c23 | 16 | -2 | -12 | -5 | 14 | -15 | -0.6 | -2 | -13
